LANA DNA inh: KSHV C-LANA DNA binding inhibition. MBP-C-LANA/FAM-LBS DNA binding, fluorescence polarization. inhibition, % at 9 µM. 0.078% of 340,000 active. AID 504423;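 active = highest replicate inhibition at or above 60% at 9 µM, even if other replicates fall short; inactive = all replicates below 60% inhibition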;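 also: 0% = neutral control wells and 100% = 4 µM acridine orange control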
cardiac RTF act: cardiac RTF calcium sensitization | P19429+P45379 | IANBD-labeled TnC RTF fluorescence at EC20 calcium; 0% EC20 calcium, 100% full calcium | AID 493008 | 0.24% of 340,000 active | activation, % at 7.2 µM;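 active = activation above the mean over all tested compounds plus 3 SD, cut at about 30% in these data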;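 also: rise in fluorescence read as greater calcium sensitivity of cardiac thin filaments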
Rtt109 Vps75: inhibitors of Candida albicans Rtt109/Vps75 histone acetyltransferase. inhibition, % at 34.9 µM. 0.16% of 330,000 active. Q5AAJ8. purified Rtt109/Vps75, ThioGlo CoA-SH fluorescence, 4 h;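 active = inhibition of at least 50% in every replicate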
NSD2 inh: blocks human histone methyltransferase NSD2; inhibition, % at 12.5 µM; NSD2 peptide methylation, AlphaScreen, 120 min; 0.54% of 310,000 active; O96028; in the data active = inhibition above about 50%
CDK5 inh: CDK5/p35 (human) kinase inhibition | Q00535+Q15078 | Recombinant CDK5/p35, ADP-Glo luminescence, 60 min | inhibition, % at 10 µM | 0.01% of 330,000 active;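 active = highest replicate inhibition of at least 50% and at least 75% of replicates reaching 50%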;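 also: plate controls were DMSO neutral control for no effect and GW8510 at 10 µM for full effect; many of its hits are not listed in these tables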
Target sequence (Q00535 whole entry, looked up): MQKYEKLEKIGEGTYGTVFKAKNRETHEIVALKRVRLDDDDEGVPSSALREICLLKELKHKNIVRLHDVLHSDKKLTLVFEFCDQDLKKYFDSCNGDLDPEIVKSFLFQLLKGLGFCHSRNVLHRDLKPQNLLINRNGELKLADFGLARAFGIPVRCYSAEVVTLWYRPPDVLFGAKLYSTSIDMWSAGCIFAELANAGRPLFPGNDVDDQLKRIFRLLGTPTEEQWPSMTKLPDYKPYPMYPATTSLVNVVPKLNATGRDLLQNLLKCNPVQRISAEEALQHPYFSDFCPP
Target sequence (Q15078 whole entry, looked up): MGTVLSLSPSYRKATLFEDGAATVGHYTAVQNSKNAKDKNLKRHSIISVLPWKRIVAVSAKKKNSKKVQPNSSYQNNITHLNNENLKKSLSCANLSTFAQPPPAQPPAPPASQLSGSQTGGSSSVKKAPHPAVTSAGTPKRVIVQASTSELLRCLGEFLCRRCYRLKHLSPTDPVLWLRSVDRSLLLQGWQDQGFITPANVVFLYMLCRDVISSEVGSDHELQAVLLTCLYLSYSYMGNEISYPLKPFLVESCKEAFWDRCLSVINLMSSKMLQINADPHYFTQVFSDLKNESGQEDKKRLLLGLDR
Keap1 Nrf2 FP: inhibitors of human Keap1-Nrf2 protein-protein interaction. Q14145. Keap1 Kelch-Nrf2 peptide fluorescence polarization, 1536-well. inhibition, % at 9.4 µM. 0.15% of 340,000 active; in the data active = inhibition above about 12%;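 also: human Keap1 Kelch domain with fluorescein labeled Nrf2 9mer peptide probe; 0% = neutral control wells and 100% = peptide positive control; higher means more block of Keap1 binding to Nrf2 peptide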
dFosB act: mouse delta FosB homodimer activation; purified delta FosB, TAMRA-CDK5 oligo fluorescence polarization; percent of positive-control signal above neutral wells; 0.99% of 340,000 active; activation, % at 25 µM;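 active = mean activation above about 17%, with every replicate also reaching it, limit read from the data, passing the limit was not always enough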;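 also: fluorescence polarization rise as delta FosB binds a TAMRA Cdk5 AP-1 oligo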
Target sequence (P13346 whole entry, looked up): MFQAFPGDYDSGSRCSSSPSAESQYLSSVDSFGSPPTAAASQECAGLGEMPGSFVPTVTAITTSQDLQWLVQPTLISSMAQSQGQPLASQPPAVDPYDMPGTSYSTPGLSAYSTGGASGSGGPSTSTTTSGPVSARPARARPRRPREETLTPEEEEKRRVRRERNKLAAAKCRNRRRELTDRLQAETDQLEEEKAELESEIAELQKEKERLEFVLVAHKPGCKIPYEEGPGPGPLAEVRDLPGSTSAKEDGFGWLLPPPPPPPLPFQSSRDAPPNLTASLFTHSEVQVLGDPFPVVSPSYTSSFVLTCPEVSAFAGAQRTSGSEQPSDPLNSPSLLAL
PvdQ inh: blocks Pseudomonas aeruginosa PvdQ acylase activity | purified PvdQ acylase, fluorescence plate reader | inhibition, % at 10 µM | 0.063% of 340,000 active; in the data active = inhibition above about 30%, passing the limit was not always enough;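 also: 0% = vehicle neutral wells and 100% = reference inhibitor wells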
Mot1-301 SUMO: SUMOylation pathway inhibition by Mot1-301 growth rescue. S. cerevisiae Mot1-301 growth rescue, ATP luminescence, 38.5C; percent above DMSO median, 100 means doubled. growth rescue, % at 18.8 µM. 1% of 320,000 active;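 active = every valid replicate shows activation above 250% relative to neutral control wells; inactive = the rest, any valid replicate at or below 250%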;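 also: OY570 slx delta 5 strain wells were the positive control but not used for scaling; some compounds called inactive have numbers as strong as hits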
RTF Ca sens inh: cardiac RTF calcium desensitization; inhibition, % at 7.15 µM; 0.12% of 340,000 active; P19429+P45379; IANBD-labeled cardiac RTF, Ca2+ fluorescence;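 active = inhibition above the mean inhibition of all tested compounds plus 3 SD, cut at about 17% in these data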;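 also: assay run at fixed EC70 calcium of 1.6 mM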
PfHsp90 yeast 2: reduces growth (ATP signal) of yeast expressing P. falciparum Hsp90; S. cerevisiae expressing PfHsp90, BacTiter-Glo ATP, 48 h; yeast lacking PDR1 and PDR3 efflux regulators; inhibition, % at 9.4 µM; 0.32% of 310,000 active; AID 504621;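 active = every replicate shows inhibition above about 80%, whatever the replicate mean, limit read from the data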;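 also: 0% = DMSO neutral controls and 100% = 20 µM radicicol positive controls; yeast relying on Plasmodium falciparum Hsp90 in place of its own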
* hit, by the source's call; / = not tested or not shown.

no.	Molecule	LANA DNA inh	cardiac RTF act	Rtt109 Vps75	NSD2 inh	CDK5 inh	Keap1 Nrf2 FP	dFosB act	PvdQ inh	Mot1-301 SUMO	RTF Ca sens inh	PfHsp90 yeast 2
1	CCOc1ccc(NC(=O)Nc2cccc(C)n2)cc1	-1.4	-6	-6	-2	0.4	1	1	-4	-1	-4	-6
2	COc1ccc(Cn2nnnc2C(C(C)C)N2CCc3ccccc32)cc1 (centres undefined)	-0.2	0	37	/	-0.3	-4	-1	4	79	-18	8
3	COc1cc(NC(=O)C/C(C)=N/NC(=O)Cc2ccc(Cl)cc2)c(OC)cc1Cl	0.9	-5	-4	1	0.4	-2	-1	-16	0	-37	-4
4	COc1ccccc1S(=O)Cc1ccc(C(=O)O)o1 (centres undefined)	1.0	-4	-9	0	-0.7	-2	-3	-9	-12	3	7
5	CCn1cc([N+](=O)[O-])c(=O)c2cc(F)c(N3CCOCC3)cc21	-0.9	2	6	-3	0.4	-7	2	-9	-4	0	-13
6	CC1(C)Cc2ccccc2-c2nnc(-c3cccnc3)n21	-0.3	-3	-13	-1	0.0	-1	1	11	-6	-8	3
7	O=C(CCN1C(=O)S/C(=C\c2ccccc2)C1=O)N1CCCCC1	-0.8	-2	13	1	-1.9	2	-6	-7	-27	-7	11
8	CC(=O)Nc1cc2c3c(cccc3c1)-c1ccccc1-2	1.8	-2	-24	-5	3.5	-3	1	-14	/	-2	/
9	Cc1cccc(NC(=S)NNC(=O)c2csc(C(C)C)c2)c1	0.7	-1	6	5	0.5	-2	-13	-12	-14	3	12
10	O=C(c1cccs1)N(C(=O)c1cccs1)c1ccc(Br)cn1	1.6	3	-3	-1	-1.3	-4	-8	-12	482*	-7	-8
11	Cc1ccc(NC(=O)c2cc3ccccc3o2)cc1Cl	-3.9	-2	3	-2	-0.7	-1	-8	-6	74	-3	10
12	COc1ccccc1-c1nc(COc2ccc(Cl)cc2Cl)no1	/	8	5	-1	0.2	5	1	8	25	-13	6
13	CC(OC(=O)c1cc2sccc2n1C)C(=O)NCc1cccs1 (centres undefined)	-0.8	6	-5	-1	0.2	7	8	-7	550	-6	-4
14	CCOC(=O)c1nn(-c2ccc(Cl)cc2)c2nnc(Cc3ccccc3)c(=O)n12	-0.6	-5	15	-2	-0.9	-1	0	1	-3	-3	0
15	N=c1c(C(=O)NCCc2ccccc2)cc2c(=O)n3ccccc3nc2n1Cc1ccco1	-0.4	-2	-14	-4	-1.2	-5	-5	-7	-4	-3	-9
16	O=C(NCC1OCCc2ccccc21)c1cc(COc2c(F)cccc2F)on1 (centres undefined)	-0.8	-1	-6	0	-0.2	1	-13	-13	37	-9	-17
17	Cc1nc(NC(=O)COC(=O)[C@@H](NC(=O)c2ccco2)C(C)C)c(Cl)cc1Cl	13	-3	-1	-7	-0.6	-1	-7	-6	-1	2	-8
18	CC(C)NC(=O)COC(=O)c1ccccc1CSC1=NCCS1	-0.1	0	-1	-4	0.2	-1	3	-9	-4	-4	-25
19	O=C(Cn1cnc2cc([N+](=O)[O-])ccc2c1=O)Nc1ccc(N2CCOCC2)cc1	-0.2	7	6	/	-0.5	-1	2	0	-9	2	13
20	Cc1cccc(/C=C/C(=O)c2cc(Br)ccc(=O)c2O)c1	3.8	5	13	3	0.6	-5	-5	-10	7	-2	72
21	CC(=O)c1ccc(N2CCN(C(=O)c3cc(-c4ccncc4)nc4ccc(Cl)cc34)CC2)cc1	-1.1	-4	20	-4	0.9	-2	-15	5	33	-4	3
22	Cc1cc(C(=O)C(C)Cl)c(C)n1Cc1ccco1 (centres undefined)	1.5	-2	-10	4	2.0	5	-7	3	-3	-11	9
23	COc1ccccc1C(=O)C1CCCN(C(=O)c2ccccc2C(C)=O)C1 (centres undefined)	0.2	2	6	-1	-0.1	-3	-7	-9	/	-14	17
24	COc1ccc(NC(=O)CN2CCC(C(N)=O)(N3CCCCC3)CC2)c(OC)c1	0.7	1	6	26	1.9	0	-9	-11	-12	-4	7
25	CCCCCCCCCCCCS[C@H]1CS(=O)(=O)C[C@@H]1O	0.9	13	-8	-4	-4.8	-6	-1	-4	-13	-10	-9
26	Cc1ccc(-n2cc(-c3ccccc3)c3c(N4CCOCC4)ncnc32)cc1	12	1	-7	2	2.0	-6	-11	4	/	9	-9
27	O=C(CCN1CCCCC1)N/N=C/c1ccc(Br)cc1	0.4	-2	/	0	-1.3	-9	-1	-2	12	12	14
28	CN1C(=S)SC(/[N+]([O-])=C\c2ccccc2)C1(C)C (centres undefined)	0.1	15	4	-1	-1.1	-6	-5	-11	-8	-12	16
29	Cc1cc(O)c(NC(=O)c2cc([N+](=O)[O-])ccc2Cl)cc1C	-0.3	-6	4	7	-3.4	-1	-7	9	214	2	-1
30	CCN(CC)S(=O)(=O)c1ccc(C)c(NC(=O)Cc2ccc(S(=O)(=O)N3CCOCC3)s2)c1	-1.3	-1	-2	14	-0.2	-9	-6	-6	-9	-7	14
31	O=C(Cn1c(C(F)(F)F)nc2ccccc21)Nc1ccccc1N1CCOCC1	-0.6	2	-1	1	-0.5	1	-2	-10	-25	-8	-21
32	CS(=O)(=O)N(CCc1ccccc1)CC(=O)N1CCc2ccccc2C1	1.0	-3	-3	-2	-1.3	-2	-9	-9	-6	-15	2
33	COc1ccc(N=C2SCC(c3ccc(C)cc3)=NN2CCO)cc1	0.2	14	-6	-1	-6.9	-6	-7	-22	0	3	-13
34	O=C(Cn1c(=O)c2ccccc2n(CC(=O)N2CCCCC2)c1=O)N1CCCCC1	-0.3	4	-8	10	1.0	2	0	-16	22	0	-60
35	O=S(=O)(NCCSc1ccc(Cl)cc1)c1ccc(F)cc1	0.1	-1	11	-3	-2.1	-2	2	0	28	-2	-17
36	CCOC(=O)CSc1nc2c(sc(=S)n2-c2ccccc2OC)c(=O)n1-c1ccccc1OC	-1.6	6	5	-1	2.0	-1	-8	18	-2	-5	3
37	COc1ccc(CCC(C)NCCc2ccc(Cl)cc2Cl)cc1 (centres undefined)	-2.9	-6	5	13	0.8	-1	-6	-15	880	-6	13
38	COc1ccc(NS(=O)(=O)c2ccc(NC(=O)c3ccc(CN4CCOCC4)cc3)cc2)cc1	-0.5	4	-7	-4	-1.0	-2	1	-7	-2	-8	-43
39	COc1ccc(N2CCN(C(=O)C3CCN(S(=O)(=O)c4ccc(F)cc4)CC3)CC2)cc1	-0.1	-3	-14	2	-1.2	0	-3	-2	4	-3	-14
40	CCCCN(CC)C(=O)c1cc2cc3ccc(Cl)cc3nc2o1	-1.4	0	3	-2	-2.9	-4	-21	-1	-1	-9	-7

Structural class: those above containing an aryl thioether with sulfur outside any ring
no.	Molecule	LANA DNA inh	cardiac RTF act	Rtt109 Vps75	NSD2 inh	CDK5 inh	Keap1 Nrf2 FP	dFosB act	PvdQ inh	Mot1-301 SUMO	RTF Ca sens inh	PfHsp90 yeast 2
35	O=S(=O)(NCCSc1ccc(Cl)cc1)c1ccc(F)cc1	0.1	-1	11	-3	-2.1	-2	2	0	28	-2	-17
36	CCOC(=O)CSc1nc2c(sc(=S)n2-c2ccccc2OC)c(=O)n1-c1ccccc1OC	-1.6	6	5	-1	2.0	-1	-8	18	-2	-5	3

(list continues)
no.	Molecule	LANA DNA inh	cardiac RTF act	Rtt109 Vps75	NSD2 inh	CDK5 inh	Keap1 Nrf2 FP	dFosB act	PvdQ inh	Mot1-301 SUMO	RTF Ca sens inh	PfHsp90 yeast 2
41	O=C1NC(=O)C2(CCCC2C(=O)O)N1 (centres undefined)	-1.3	2	1	-1	-0.3	-4	0	-10	/	2	18
42	Cc1ccc(NS(=O)(=O)c2ccc(N3CCN(c4ccc(O)cc4)CC3)c([N+](=O)[O-])c2)c(C)c1	1.9	-2	8	-1	1.5	-2	-5	9	213	2	96*
43	COc1ccc(N(CC(=O)Nc2cccc(C(F)(F)F)c2)S(=O)(=O)c2c(C)[nH]c(=O)[nH]c2=O)cc1	-1.0	-4	3	4	/	1	-7	4	-8	-1	2
44	CCCCn1c(N)c(N(CCOC)C(=O)C2CCN(S(=O)(=O)c3ccc(C)cc3C)CC2)c(=O)[nH]c1=O	-4.4	-4	-1	21	0.9	-6	-10	8	199	-3	-23
45	Cc1csc(NC(=O)CSc2ccc(-c3ccccc3)nn2)n1	-0.2	-4	-2	-3	-2.2	-1	-9	4	3	-7	9
46	CCOC(=O)C(CC)Sc1ncnc2c1nnn2-c1ccc(F)cc1 (centres undefined)	-0.4	-1	-9	-1	0.5	-3	2	5	5	12	25
47	O=C(O)c1ccc(-n2nnnc2SCc2ccccc2F)cc1	-7.8	-3	-10	/	0.9	0	8	-1	49	-4	8
48	COc1ccc(C2CC(c3ccccc3OC(=O)/C=C/c3ccccc3)=NN2C(C)=O)cc1 (centres undefined)	-1.0	3	6	15	-1.5	-3	-1	-14	3	-4	-21
49	COc1cc(C(c2sc3nc(C)nn3c2O)N2CC(C)OC(C)C2)cc(OC)c1OC (centres undefined)	0.1	0	-9	/	-1.2	5	-1	2	8	-2	-6
50	O=C(COc1ccccc1)N(Cc1ccco1)C1CCS(=O)(=O)C1 (centres undefined)	-1.3	1	-1	0	-0.8	-2	-2	-11	-18	2	/
51	CC(C)c1ccc(NC(=O)c2csnn2)cc1	-0.7	1	-10	-1	-1.7	-3	7	-6	31	-3	12
52	COc1ccc(OC)c(NC(=O)NNC(=O)CCCOc2ccc(Cl)cc2C)c1	0.0	0	19	3	-3.1	-4	-12	-16	735	-6	-30
53	CCCCN1C(=O)CN(CCc2ccccc2)C(=O)C1c1ccc(OC)cc1 (centres undefined)	1.1	-6	-4	1	-2.1	-4	-6	-8	6	0	3
54	Cc1ccc(C(=O)N/C(=C\c2ccccc2)C(=O)NCc2ccncc2)cc1	-11	12	0	-2	-8.4	-3	-6	-18	108	-8	19
55	CCCSc1cc(N2CCCC2)nc(-c2ccccc2)n1	0.6	3	16	-1	6.5	-3	5	-1	-15	-6	6
56	COC(=O)c1cc(NC(=O)c2cc(-c3ccccc3Cl)oc2C(F)(F)F)ccc1N1CCOCC1	-0.8	4	-1	-3	1.1	-1	-20	-4	-17	6	1
57	COc1ccc(/C=C/c2nc3ccccc3n2Cc2ccccc2OC)cc1	2.5	-1	2	-4	1.6	6	25*	-4	323*	-10	19
58	CCN(CC)c1ccc(/C=C2\C(=N)N3N=C(CC(=O)N4CCOCC4)SC3=NC2=O)cc1	9.0	38*	9	7	-0.4	-40	-4	-10	-5	-25	-36
59	OC(COc1ccc2c(c1)CCC2)CN1CCN(c2cccc(Cl)c2)CC1 (centres undefined)	-2.8	-8	5	-1	-0.7	2	-2	-14	32	3	-15
60	OCCCNC(c1ccccc1)c1ccc(O)cc1 (centres undefined)	-2.7	-2	1	0	-1.9	-7	-1	-15	-9	2	15
61	COc1ccc(C(=O)OCC(=O)NCc2ccco2)cc1OC	4.9	9	0	-3	0.2	-7	-7	-7	8	2	-26
62	COc1cccc(NC(=O)CSc2nccn(-c3ccc4c(c3)OCCO4)c2=O)c1	1.5	-4	-5	0	-0.6	-7	-12	-3	24	-10	24
63	O=C(Nc1ccccc1)c1cc(N2CCOCC2)nc2ccccc12	0.2	3	-14	-12	0.9	-3	-5	-11	2	-1	6

Compound activity from PubChem.
